# mcGAS inh = blocks mouse cGAS activity | 0.15% of 160,000 active | inhibition, % at 12.5 µM | Q8C6L5 | recombinant cGAS, Kinase-Glo ATP depletion luminescence;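 also: 0% = negative control wells and 100% = reference inhibitor with no enzyme activity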
# NPYLR7 ag = mosquito NPYLR7 agonism | HEK293T NPYLR7/Galpha15, GCaMP6s calcium fluorescence | activation, % at 10 µM | 0.15% of 270,000 active; in the data active = activation above about 40%;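 also: 0% = vehicle and 100% = reference agonist at the receptor; some compounds past the cut are filed as inactive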
# hcGAS inh = inhibitors of human cGAS | AID 1259398 | recombinant h-cGAS, ATP depletion, Kinase-Glo luminescence | Q8N884 | inhibition, % at 12.5 µM | 0.081% of 290,000 active;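 also: 0% = vehicle reaction and 100% = reaction without DNA for no activity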
# Target sequence (Q8N884 whole entry, looked up): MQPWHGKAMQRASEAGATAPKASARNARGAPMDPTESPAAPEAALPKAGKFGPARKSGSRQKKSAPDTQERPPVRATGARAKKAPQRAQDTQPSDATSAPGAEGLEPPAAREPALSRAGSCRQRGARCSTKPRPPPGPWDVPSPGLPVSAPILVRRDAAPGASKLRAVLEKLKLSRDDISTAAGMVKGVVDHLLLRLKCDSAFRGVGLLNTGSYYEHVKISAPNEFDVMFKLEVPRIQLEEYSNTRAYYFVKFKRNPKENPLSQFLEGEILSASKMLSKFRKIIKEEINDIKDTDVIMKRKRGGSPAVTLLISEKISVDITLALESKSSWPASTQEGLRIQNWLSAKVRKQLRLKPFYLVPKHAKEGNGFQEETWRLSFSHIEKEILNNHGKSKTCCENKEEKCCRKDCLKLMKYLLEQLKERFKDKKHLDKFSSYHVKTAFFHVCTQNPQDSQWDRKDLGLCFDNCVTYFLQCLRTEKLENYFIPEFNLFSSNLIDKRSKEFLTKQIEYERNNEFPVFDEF
# * marks the source's active call; other numbers are inactive results; / = no result given; & = joins results of further samples. Rule as the data show it, unless noted: active = inhibition above about 40%; inactive = the rest.
SMILES,mcGAS inh,NPYLR7 ag,hcGAS inh
Cc1noc(-c2cccc(F)c2)c1C(=O)NC1CCc2ccccc21 (stereo unspecified),-1,-2,2
CCCN(Cc1cccnc1)Cc1c(C)nn(C)c1Cl,/,2,0
Cc1cnc(-c2c(-c3ccccc3)ncn2CCc2ccc(O)cc2)[nH]1,-9,-2,-2
CC(C)Oc1ccccc1CNc1ncccc1S(=O)(=O)N1CCCCC1,-12,4,-4
CCOc1ccc(OCCCOc2ccc(CC)cc2)cc1,/,1,-9
CN1CC2(CCN(C(=O)c3coc4c3C(=O)CCC4)C2)OC1=O (stereo unspecified),/,15,2
C=CCn1c(SCc2nc(N)nc(N(C)C)n2)nnc1-c1cccnc1,/,6,-9
COc1ccc(NC(=O)CSc2nc(=O)n(Cc3ccncc3)c3c2CCC3)cc1,-10,2,-9
Cc1ccc(Oc2ncccc2CNC(=O)c2ccc3occc3c2)cn1,/,6,-3
O=C(NNS(=O)(=O)c1cc(Cl)cc(Cl)c1)c1ccc(COc2ccccc2)o1,-7,3,-3
COc1ccc(CNC(=O)c2ccc(-n3nc(-c4cccc(C(F)(F)F)c4)cc3N)cc2)c(OC)c1,/,-10,-3
CCCCC(=O)N1CCC(N(C)C2CCOCC2)CC1,3,/,6
COc1ccc2c(c1)C1(SCCN1C(=O)c1ccccc1F)C(=O)N2Cc1cccc(C(F)(F)F)c1 (stereo unspecified),-3,6,0
CNC(=O)c1sc(N2N=C(c3ccc(OC)cc3)CC2c2ccco2)nc1C (stereo unspecified),/,-1,-11
CN(C)CC1(O)CCN(C(=O)c2cnn3ccccc23)C1 (stereo unspecified),/,4,3
COc1ccc(C2Oc3ccccc3C3CC(c4ccc(Br)cc4)=NN32)cc1 (stereo unspecified),-8,3,-4
CC(C)N1CCNC(=O)C1CC(=O)NCCN1CCNC1=O (stereo unspecified),-10,3,2
Cc1ccc(NC(=O)c2ccc(CSc3nnc4ccccn34)cc2)cc1,2,-8,4
CCn1nnnc1SCC(=O)Nc1cc(F)ccc1F,/,-2,4
CCN(Cc1ccc(OC)c(F)c1)C(=O)c1cc2ccc(C)cc2[nH]1,/,14,-2
CCN1Cc2ccccc2CC1C(=O)NCc1nncn1C1CCCCC1 (stereo unspecified),/,18,4
O=C(NC1CCOC1)c1ccc2oc(-c3ccc(C(F)(F)F)cc3)nc2c1 (stereo unspecified),/,5,-10
CCCCN1CCCCC1(C)C(=O)NCc1ccc(OC)cc1 (stereo unspecified),-8,4,-17
Cc1nc(N2CCCC(NC3CCOC3)CC2)nc2cc(S(C)(=O)=O)ccc12 (stereo unspecified),/,5,-7
Cc1nc2ncccn2c1C(=O)N(CC#Cc1ccccc1)C1CCCC1,/,14,-7
O=C(Nc1ncc(S(=O)(=O)c2ccc([N+](=O)[O-])cc2)s1)c1cccc(F)c1,-4,-4,-9
Cc1ccccc1CN1CCN(c2ncc(C(=O)NCC3CC3)s2)C1=O,/,0,-9
O=C(c1cc(F)ccc1C(F)(F)F)N1CCCc2c1[nH]c1ccccc21,/,-10,-4
N#CNC1=NC(c2ccccc2)C2=C(N1)C(=Cc1ccccc1)CCC2 (stereo unspecified),/,-5,-11
CCOC(=O)C(=O)Nc1cccc(-c2cccc(-c3ccc(F)cc3)n2)c1,-7,-1,-9
COc1ccccc1CC(=O)NC1CCN(c2ccccc2)C1=O (stereo unspecified),-14,-3,-10
Nc1nonc1-n1nnc(C(=O)N=Nc2c(O)[nH]c3ccccc23)c1-c1ccccc1,-4,-2,-5
CC(C)N(CC(=O)N(CCc1c[nH]c2ccccc12)Cc1ccc(F)cc1)C(=O)Nc1ccc([N+](=O)[O-])cc1,0,7,5
COCCCN(CC(=O)Nc1cc(C(C)(C)C)nn1-c1cccc(C)c1)C(=O)c1cccc(C(F)(F)F)c1,-4,1,-5
O=C(CCN1CCCCC1)Nc1cccc(NC(=O)c2ccc[nH]2)c1,/,-7,10
O=C(CCN1CCCC1)N1CCCC(N2CCN(c3ccccc3)CC2)C1 (stereo unspecified),/,6,-2
NC(=O)CN1CCCC(C(=O)NCCCc2ccccc2O)C1 (stereo unspecified),/,3,-4
CCNc1ncc(C(=O)N2CCN(Cc3ccc(F)cc3)C(=O)C2)cn1,-3,3,1
CCOc1ccc(NC(=O)CSc2cn(CC(=O)N3CC(C)OC(C)C3)c3ccccc23)cc1 (stereo unspecified),-7,-4,-7
O=C(/C=C/c1ccco1)Nc1ncn(Cc2cccnc2)n1,/,6,-7
Cc1ccc(CN(Cc2ccccc2)CC(O)COc2ccccc2C)s1 (stereo unspecified),-5,42,-4
CC1CCCN(S(=O)(=O)c2ccc(C(=O)N3CCN(c4ccc(F)cc4)CC3)cc2)C1 (stereo unspecified),/,4,-5
COc1cccc(C2c3cccn3CCCN2Cc2cc([N+](=O)[O-])ccc2Cl)c1OC (stereo unspecified),-6,26,-4
CCC(=O)Nc1cccc(OCC(=O)N(C)C(C)c2nccs2)c1 (stereo unspecified),/,9,-4
COc1cc(/C=N\NC(=O)CSc2nc3ccccc3s2)ccc1O,/,1,-2
NC(=O)c1cncc(-c2ccc3c(c2)OCCO3)c1,/,16,-6
CC(C)c1ccc(-c2ccnc3c(C(=O)N4CCN(c5ccc(Cl)cc5)CC4)cnn23)cc1,-6,-5,-5
COC(=O)c1cn(Cc2ccc(F)cc2C(=O)OC)nn1,-14,9,-9
CSCc1ccc(C(=O)Nc2cc(C)cc(C)c2)cc1,/,-7,3
Cc1cccc(NC(=O)CNC(=O)CN(C(=O)c2cccc3ccccc23)C2CC2)c1,-4,22,-8
COc1ccc(OC)c(S(=O)(=O)NCc2ccccn2)c1,3,-14,2
O=C1CCC(C(=O)N2CCN(Cc3ccc(-c4noc(-c5ccco5)n4)cc3)CC2)=NN1,-7,-4,-4
CC(C)c1c(NS(=O)(=O)c2cc(C(F)(F)F)ccc2Cl)c(=O)n(-c2ccccc2)n1C,-6,11,-3
COc1ccc(Nc2nccc3[nH]c(-c4cccc(O)c4)nc23)cc1,0,-6,1
CCOc1nc(-c2ccccc2C)n(-c2ccc(NC(=O)c3cc(C(F)(F)F)cc(C(F)(F)F)c3)cc2)n1,-4,16,-2
CCCc1cc(=O)n(CC(=O)NC)c(-n2nc(C)cc2C)n1,-6,-1,-6
COc1cc(S(=O)(=O)N2CCN(C)CC2)c(OC)cc1Br,/,6,-5
CC1(c2ccccc2)CC1Nc1nn2c(=O)cc(-c3ccccc3)nc2s1 (stereo unspecified),/,2,-11
CCN(CC)c1ccc(S(=O)(=O)N2CCOCC2)cc1NC(=O)CCl,-3,-2,-3
COC(=O)CC1(NCc2ccccc2Br)CCOCC1,/,-4,-3

# Some entries already given, showing only hcGAS inh:
SMILES	hcGAS inh
NC(=O)c1cncc(-c2ccc3c(c2)OCCO3)c1	-6
CC(C)c1ccc(-c2ccnc3c(C(=O)N4CCN(c5ccc(Cl)cc5)CC4)cnn23)cc1	-5

# Further results follow:
SMILES,mcGAS inh,NPYLR7 ag,hcGAS inh
COc1ccc(OCc2c(F)c(F)c(F)c(F)c2F)c([N+](=O)[O-])c1,-6,2,-2
COc1ccc(OC)c2sc(N(Cc3cccnc3)C(=O)CSc3ccccc3)nc12,/,-4,0
COc1cc(C2Nc3cccc4cccc(c34)N2)cc(OC)c1O,-2,5,-1
CN1CCC(NC(=O)Nc2ccc(Cl)c(F)c2)C1=O (stereo unspecified),/,9,-7
CCCc1cc(N2CCN(Cc3cccc4[nH]ccc34)CC2)nc(C)n1,/,11,-6
CC(Oc1ncnc2c(Cl)cc(Cl)cc12)C(=O)NCc1ccco1 (stereo unspecified),-9,3,-7
CNC(=O)CCNS(=O)(=O)c1ccc(C)c(N(C)S(C)(=O)=O)c1C,-6,-3,-1
Cc1nnnn1-c1ccc(F)c(NC(=O)c2cccc3c2OCO3)c1,/,12,-7
Cc1c(Br)c2ccccc2n1CC(=O)NC1CC1,-6,-2,-10
COc1cc(Cl)cc(CN2CCN(Cc3ccsc3)C(CCO)C2)c1OC (stereo unspecified),/,0,-6
Cc1cc(C)c(S(=O)(=O)N(CC(=O)N2CCc3sccc3C2c2ccc(Cl)cc2Cl)C2CC2)c(C)c1 (stereo unspecified),0,-1,16
COc1cc(=O)n(-c2ccc(C)cc2)nc1C(=O)Nc1ccccc1SC,-7,9,-8
O=C(CSc1nc(=O)n(Cc2ccccn2)c2c1CCC2)NC1CCCC1,-12,-5,-7
CCCCN(CC(=O)N1c2ccccc2-n2cccc2C1c1ccc(Cl)cc1)C(=O)c1ccc(C)c([N+](=O)[O-])c1 (stereo unspecified),-5,16,-8
COc1ccc(OC)c(-c2cccc(-c3ccc(NC(=O)c4ccc(N(C)C)cc4)cc3)n2)c1,-6,-3,-6
CCCCCn1c(N2CCOCC2)nc2c1c(=O)[nH]c(=O)n2C,-6,4,-2
Cc1nc2cc(N3C(=O)[C@@H]4C[C@H]3CN4Cc3ccsc3)ccc2s1,/,17,-11
O=c1c2c(-c3ccccc3)csc2ncn1CC(O)COc1c(Cl)cccc1Cl (stereo unspecified),-7,-1,-6
Cc1cc(NC(=O)CNc2ccc3c(c2)OC(F)(F)O3)on1,-9,0,-13
Fc1ccc(Cn2nnc3c(SCc4ccccc4)ncnc32)cc1,-8,14,-8

# An excerpt of these results, with values under each structure:
# Values run as follows: mcGAS inh	NPYLR7 ag	hcGAS inh
COc1cc(C2Nc3cccc4cccc(c34)N2)cc(OC)c1O
    -2	5	-1
CN1CCC(NC(=O)Nc2ccc(Cl)c(F)c2)C1=O (stereo unspecified)
    /	9	-7
CCCc1cc(N2CCN(Cc3cccc4[nH]ccc34)CC2)nc(C)n1
    /	11	-6
CC(Oc1ncnc2c(Cl)cc(Cl)cc12)C(=O)NCc1ccco1 (stereo unspecified)
    -9	3	-7
CNC(=O)CCNS(=O)(=O)c1ccc(C)c(N(C)S(C)(=O)=O)c1C
    -6	-3	-1
Cc1nnnn1-c1ccc(F)c(NC(=O)c2cccc3c2OCO3)c1
    /	12	-7
Cc1c(Br)c2ccccc2n1CC(=O)NC1CC1
    -6	-2	-10
COc1cc(Cl)cc(CN2CCN(Cc3ccsc3)C(CCO)C2)c1OC (stereo unspecified)
    /	0	-6
Cc1cc(C)c(S(=O)(=O)N(CC(=O)N2CCc3sccc3C2c2ccc(Cl)cc2Cl)C2CC2)c(C)c1 (stereo unspecified)
    0	-1	16
COc1cc(=O)n(-c2ccc(C)cc2)nc1C(=O)Nc1ccccc1SC
    -7	9	-8
O=C(CSc1nc(=O)n(Cc2ccccn2)c2c1CCC2)NC1CCCC1
    -12	-5	-7
CCCCN(CC(=O)N1c2ccccc2-n2cccc2C1c1ccc(Cl)cc1)C(=O)c1ccc(C)c([N+](=O)[O-])c1 (stereo unspecified)
    -5	16	-8
COc1ccc(OC)c(-c2cccc(-c3ccc(NC(=O)c4ccc(N(C)C)cc4)cc3)n2)c1
    -6	-3	-6
CCCCCn1c(N2CCOCC2)nc2c1c(=O)[nH]c(=O)n2C
    -6	4	-2
Cc1nc2cc(N3C(=O)[C@@H]4C[C@H]3CN4Cc3ccsc3)ccc2s1
    /	17	-11
O=c1c2c(-c3ccccc3)csc2ncn1CC(O)COc1c(Cl)cccc1Cl (stereo unspecified)
    -7	-1	-6
Cc1cc(NC(=O)CNc2ccc3c(c2)OC(F)(F)O3)on1
    -9	0	-13
Fc1ccc(Cn2nnc3c(SCc4ccccc4)ncnc32)cc1
    -8	14	-8

# Remaining list, next part.
SMILES,mcGAS inh,NPYLR7 ag,hcGAS inh
CCCN1CCC(=NN=C(N)N)CC1,/,2,-6
CCOC(=O)C1CCN(C(=O)CCc2c(C)nn(-c3nc(C)cc(=O)[nH]3)c2C)CC1,/,4,-12
Cc1cc(NC(=O)COc2ccc(Br)cc2)ccn1,/,7&12,-2&-17
COc1cccc(Cc2c(C)nc(C)nc2N2CCN(C(=O)c3cccc(Cl)c3)CC2)c1,-4,18,-4
COCc1nc2cnc(Nc3cc(OC)c(OC)c(OC)c3)cc2n1C,-4,2,-2
CCOc1ccc(C2NC(=O)NC3=C2C(=O)N(CCC2=CCCCC2)C3)cc1 (stereo unspecified),-14,6,-1
Cc1cc(N2CC[C@@H](N3CCOCC3)[C@H](O)C2)nc(-c2ccccc2)n1,/,7,-5
CNS(=O)(=O)c1ccc2c(c1)N(C(=O)c1cccc(C#N)c1)CC2,/,-5,-9
COc1cc2c(cc1OC)CN(C1CCCN(C(=O)CSc3ccccc3)C1)CC2 (stereo unspecified),/,18&-4,-5&-9
Cc1c(C(=O)NCc2ccc(S(N)(=O)=O)cc2)ncn1Cc1ccc(Cl)cc1,/,8,-3
CCC(CNC1CCN(C(=O)C(C)C)CC1)N1CCOCC1 (stereo unspecified),-18,27,0
Cc1csc2nc(O)c(C(=O)NC(C)C)c(=O)n12,-2,-4,-2
Cn1c(=O)oc2ccc(C(=O)N3CCN4CCNC(=O)C4C3)cc21 (stereo unspecified),-20,4,-6
COc1cc(CNn2c(C)n[nH]c2=S)cc(Br)c1OCC(=O)NC(C)(C)C,/,-1,2
Cn1c(C(C#N)c2nc(C#N)c(C#N)nc2Cl)nc2ccccc21 (stereo unspecified),/,1,-6
Cn1ccc(NC(=O)C2CCCN2C(=O)c2cc(Cl)ccc2Cl)n1 (stereo unspecified),/,1,-2
COc1cc2c(cc1OC)C1CN(C(=O)Nc3cccc(SC)c3)CC(=O)N1CC2 (stereo unspecified),2,-14,2
CCCC(C)c1nc(N2CCN(C(=O)CSc3ccccc3)CC2)c2cnn(-c3ccccc3)c2n1 (stereo unspecified),-4,9,-2
Cc1ccc(Nc2nc(NCCN(C)C)nc3nccnc23)cc1,/,1,-2
Cc1ccc(C2(c3noc(CN4CCCC(C(=O)c5nccn5C)C4)n3)CCCC2)cc1 (stereo unspecified),-10,-2,-9

# Bioassay records (PubChem BioAssay)
